KB-V1 MDR tox: kills drug-selected multidrug resistant KB-V1 cells; 3.4% of 400,000 active; KB-V1 MDR cells viability, CellTiter-Glo, 72 h; Potency, µM (titrated, usually from 46.1 µM), inactives show at the top dose activity change, negative = cytotoxicity, most hits filed as cytotoxic; AID 1347076; note: potency is the fitted concentration of half-maximal effect; % is set by controls: 0 for no effect and ±100 for the full control effect; nearly all actives have a fitted effect of over 60% in size
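Cells of the MDR subline KB-V1 are plated, dosed with compound at multiple concentrations, and incubated 72 h at 37 degrees C; CellTiter-Glo is then added and luminescence read after 10 min.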
SW480 rerep: inducers of DNA re-replication in SW480 colon cancer cells | Potency, µM (doses to about 46.1 µM), for the others: at the highest dose re-replication activation, actives largely listed as activators | SW480 DNA re-replication, Hoechst DNA content imaging, 48 h | AID 624297 | 1.8% of 340,000 active; note: potency is the fitted concentration of half-maximal effect; % of control where 0% means no effect; nearly all actives have a fitted effect of over 55% in size
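Per well, 250 cells were exposed to pinned compound for 48 hr. Nuclear DNA was visualised with Hoechst (40 min, 37 C) and total object intensity recorded by fluorescence scanning.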
IL1B secr inh: blocks inflammasome-driven IL-1 beta release. THP-1 LPS/ATP IL-1B secretion, AlphaLISA, 16 h; active compounds read low. activity change, % at 57.5 µM. 4.7% of 360,000 active; in the data active = activity change below about -50%; inconclusive = mostly about -30% to -49%; note: % is set by controls: 0 for no effect and ±100 for the full control effect
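Secreted IL-1B measured by AlphaLISA bead assay after 16 h compound exposure of THP-1 cells; compounds (final up to 57.5 uM) added 1 h before LPS (250 ng/mL) and ATP (1.25 mM) stimulation; lower signal means less secretion.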
KB-3-1 cytotox: kills parental KB-3-1 adenocarcinoma cells; 1.4% of 400,000 active; AID 1347075; KB-3-1 viability, CellTiter-Glo ATP luminescence, 72 h; Potency, µM (series often up to 46.1 µM), for inactives: top-dose activity change, negative = cytotoxic, most hits filed as cytotoxic; note: potency is the fitted concentration of half-maximal effect; % is set by controls: 0 for no effect and ±100 for the full control effect; nearly all actives have a fitted effect of over 60% in size
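Cytotoxicity measured as CellTiter-Glo luminescence after 72 h at 37 C. Compound titrations were pinned onto drug-naive KB-3-1 parental adenocarcinoma cells grown in DMEM with 10% FBS, and normalized data fitted to concentration-response curves.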
HT1080-NT tox: kills 2HG-producing HT-1080-NT fibrosarcoma cells; HT-1080-NT fibrosarcoma viability, CellTiter-Glo ATP luminescence, 48 h; Potency, µM (top dose mostly 46.1 µM), inactives show at the highest dose activity, negative = less viability, most hits filed as cytotoxic; 1.6% of 360,000 active;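 note: NT is the 2HG producing partner of a matched IDH1 knockdown line; potency is the fitted concentration of half-maximal effect; 0% = DMSO-treated cells and -100% = media-only wells without cells; nearly all actives have a fitted effect of over 55% in size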
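Read-out is CellTiter-Glo luminescence after 10 minutes at room temperature, following 48 hours' compound treatment of HT-1080-NT cells (750 cells/well, RPMI, 5% FBS, 37 degrees C).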
D3 ag: D3 dopamine receptor (human) agonism. P35462. D3R DiscoveRx beta-arrestin cells, luminescence, 90 min. max activation, %. 0.58% of 410,000 active; in the data active = max activation above about 30%; note: 0% is about no effect; mostly tested at two doses, the higher about 12 µM
Target sequence (P35462 whole entry, looked up): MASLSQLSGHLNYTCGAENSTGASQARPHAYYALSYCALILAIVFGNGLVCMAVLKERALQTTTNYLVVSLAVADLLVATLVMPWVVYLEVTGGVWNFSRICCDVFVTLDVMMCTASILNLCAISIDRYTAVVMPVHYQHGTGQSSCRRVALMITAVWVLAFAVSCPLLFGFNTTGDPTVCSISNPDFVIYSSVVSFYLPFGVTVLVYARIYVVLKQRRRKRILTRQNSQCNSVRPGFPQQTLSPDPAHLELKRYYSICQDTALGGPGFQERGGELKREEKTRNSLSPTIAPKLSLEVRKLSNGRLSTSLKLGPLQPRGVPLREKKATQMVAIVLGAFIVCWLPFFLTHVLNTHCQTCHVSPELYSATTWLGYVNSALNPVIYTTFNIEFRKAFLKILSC
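Agonist-mode cell screen: cells plated at 1500/well and incubated overnight at 37 °C, then exposed to library compounds for 90 min at 37 °C. Detection reagent was added for 30–60 min at room temperature, and luminescence was read.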
HT1080 IDH1KD tx: toxicity to HT-1080 IDH1 knockdown cells (counter line); 2% of 360,000 active; HT-1080 IDH1 knockdown viability, ATP luminescence, 48 h; Potency, µM (series often up to 46.1 µM), for inactives: at the highest dose activity, negative = toxicity, hits mostly cytotoxic; AID 686971;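 note: potency is the fitted concentration of half-maximal effect; 0% = DMSO wells and -100% = cell-free medium wells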
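Cytotoxicity counter-line: IDH1KD HT-1080, 48 h, CellTiter-Glo. Curves classed by r2, magnitude and activity.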
MCF10A rerep: DNA re-replication induction in MCF 10a cells; MCF 10A DNA re-replication, Hoechst nuclear intensity, 48 h; Potency, µM (top dose mostly 46.1 µM), without a hit: at the highest dose activity, positive = re-replication, usual class: activators; 2.9% of 350,000 active; note: potency is the fitted concentration of half-maximal effect; % of control where 0% means no effect; nearly all actives have a fitted effect of over 50% in size
GLP1R cytotox: cytotoxic in the GLP-1 receptor inverse agonist counter-screen; HEK293 cAMP-luciferase reporter cells, luminescence, 24 h; Potency, µM (highest dose often 38.3 µM), inactives show at the top dose activity change, negative = inhibition, actives largely listed as inhibitors; 0.13% of 410,000 active; AID 624418;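 note: loss of luciferase light is scored as toxicity; potency is the fitted concentration of half-maximal effect; % is set by controls: 0 for no effect and ±100 for the full control effect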
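To flag toxic compounds, the library was rerun on cells for 24 hr at 37 deg C and 5% CO2. Viability-linked luminescence was captured 12 min after adding luciferase detection reagent.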
An asterisk follows results filed as active; ? = inconclusive; . = not tested or not shown; [ ] = another dose, or the depositor's remark. Unless noted, calls come from the whole dose curve; as a rule, active = well fitted curve in the direction sought with a large enough effect; inconclusive = small, poorly fitted or top-dose-only effect, or another doubt; inactive = no such curve, though single readings can be large; an effect the other way counts as inactive or inconclusive. Not a hit list; 11% or so of the library scored in one or more.

Sample of the layout (2 entries):
Order of results: MCF10A rerep, HT1080 IDH1KD tx, KB-V1 MDR tox, HT1080-NT tox, KB-3-1 cytotox, D3 ag, IL1B secr inh, SW480 rerep, GLP1R cytotox
[1] CC(=O)N/C(=C\c1cccc([N+](=O)[O-])c1)C(=O)NC(C)C
  19%, 2%, 2%, 4%, -1%, 6, -10, 13%, 2%[1.53 µM]
[2] Cc1nnc(SCC(=O)c2cc(C)n(-c3ccc4c(c3)OCO4)c2C)s1
  1%, -23%, ?, -30%, ?, 6, -77*, -11%, -11%

This part in full, from the first entry:
Order of results: MCF10A rerep, HT1080 IDH1KD tx, KB-V1 MDR tox, HT1080-NT tox, KB-3-1 cytotox, D3 ag, IL1B secr inh, SW480 rerep, GLP1R cytotox
[1] CC(=O)N/C(=C\c1cccc([N+](=O)[O-])c1)C(=O)NC(C)C
  19%, 2%, 2%, 4%, -1%, 6, -10, 13%, 2%[1.53 µM]
[2] Cc1nnc(SCC(=O)c2cc(C)n(-c3ccc4c(c3)OCO4)c2C)s1
  1%, -23%, ?, -30%, ?, 6, -77*, -11%, -11%
[3] O=C1CC(Sc2ccc(Cl)cc2)C(=O)N1c1ccc2c(c1)OCCO2 (stereo not drawn)
  12%, -17%, -1%, -19%, 1%, 2, ., -2%, -24%
[4] Nc1nc(N)nc(-c2ccccn2)n1
  -3%, ?, 0%, 20%, 8%, -2, 8, 0%, -2%
[5] CCOC(=O)c1cc(OC(=O)c2cc(OC)cc(OC)c2)n(-c2ccccc2)n1
  ., ., 13%, ., 8%, 3, ., ., -11%
[6] CSc1ccc(-c2cc(=O)c3ccccc3o2)cc1
  0%, ?, 0%, ?, 0%, -30, 10, -4%, 52%[activator]
[7] C[C@H](CO)N1C[C@H](C)[C@H](CN(C)Cc2ccncc2)Oc2ncc(C#CC3CC3)cc2C1=O
  ., -3%, -3%, -4%, -13%, 2, 0, ., -6%
[8] CCOc1ccc(S(=O)(=O)Nc2cc(C)ccn2)c2ccccc12
  24%, -6%, 18µM*, 2%, ?, 32*, 18, 13%, 1%
[9] CCCCNC(=O)Nc1c(C(=O)OC)[nH]c2ccc(C)cc12
  6%, -8%, ?, -3%, -2%, 0, 0, -4%, 1%
[10] CCOc1cc(C(=O)Nc2cc(OC)cc(OC)c2)ccc1OCC(=O)N1CCOCC1
  1%, 7%, -9%, 7%, 0%, 2, -16, -14%, 6%
[11] N#Cc1ccc(NC(=O)COC(=O)C2=COCCO2)cc1
  18%, 1%, -6%, -2%, 0%, -8, 11, -1%[9.22 µM], 9%
[12] c1ccc(CSc2nnc(-c3ccco3)c(-c3ccco3)n2)cc1
  ?, -8%, -5%, 6%, 2%, 8, 5, 2%, 5%
[13] COCCNc1nc2nonc2nc1N1CCCC1c1nccs1 (stereo not drawn)
  5%, -2%, -1%, 5%, 5%, 16, 8, ?, 8%
[14] COc1ccc(OC)c(N/C=C/C(=C(C#N)C#N)N(C)C)c1
  10%, -19%, -5%, -27%, 16µM*, -3, 13, 0%, -19%
[15] COc1ccc(C(=O)Nn2c(SCC(=O)NCC3CCCO3)nc3ccccc3c2=O)cc1 (stereo not drawn)
  13%, -19%, -5%, -4%, ?, 1, -21, -4%, 11%
[16] Cc1c(Cl)cccc1NC(=O)CSc1nnc(C)n1CC1CCCO1 (stereo not drawn)
  -6%, 2%, 2%, -4%, 3%, -1, -9, -21%, -8%
[17] COc1cc(/C=C2/C(=O)NN(c3ccccc3)C2=O)cc(Br)c1O
  ?, -8%, 22%, -18%, 0%, 0, 1, -2%, -31%
[18] COc1ccc(/C=C/C(=O)OCC(=O)N2CC(=O)Nc3ccccc32)cc1S(=O)(=O)N1CCOCC1
  ?, -19%, 14%, ?, -17%, -2, 34, -35%[inhibitor], 11%
[19] COc1ccc(OC)c(NC(=O)NNC(=O)c2cc3occc3[nH]2)c1
  -4%, 1%, ?, -7%, 0%, 0, -12, 7%, -8%
[20] O=C(Cc1c(F)cccc1Cl)Nc1nc2ccccc2s1
  ?, -8%, -6%, -7%, 0%, -3, -57*, 24%, 1%
[21] Cc1ccc2c(c1)N(C(=O)CSc1nncn1C)C(C)(C)c1ssc(=S)c1-2
  8%, -26%, ?, -23%, ?, -12, -9, ?, ?
[22] Cc1ccc(C(C)C)c(OCC(=O)Nc2ccc(N3CCN(S(C)(=O)=O)CC3)cc2)c1
  18%, -15%, -1%, -11%, -6%, 2, 6, -2%, -10%
[23] CN1CCCN(C(=O)c2cc(-c3ccc(Cl)c(Cl)c3Cl)nc3ccccc23)CC1
  2%, 2%, -15%, 9%, 1%, 1, -1, -135%[inhibitor], -15%
[24] COc1ccc2nc(NC(=O)CN(c3ccc(C)cc3)S(=O)(=O)c3c(C)nn(C)c3C)sc2c1
  7%, -16%, ?, -12%, -2%, -1, -10, ?, -30%
[25] COc1cc(C(C)=O)ccc1OCC(O)CN(CCO)Cc1ccccc1 (stereo not drawn)
  ?, 2%, ?, 7%, 6%, 5, -3, -10%, -10%
[26] CCOC(=O)C(=CN(CCc1ccccc1)CC(=O)OC)C(=O)OCC
  ?, 15%, 21%, 20%, 0%, -3, 7, -16%, 3%
[27] N#Cc1ccc(-c2ccc(OCC3CNC(=O)O3)cc2)cc1 (stereo not drawn)
  2%, -1%, -27%, -13%, -24%, 6, -17, -5%, 11%
[28] CC(=O)NCCC(=O)Nc1cc(S(=O)(=O)N2CCCCC2)ccc1N1CCN(C)CC1
  ?, 8%, 26%, 1%, 2%, -6, -4, -56%[inhibitor], 15%
[29] CCN1CCN(CCOc2cccc(Oc3ccccc3)c2)CC1
  ?, -5%, ?, -19%, 7%, -17, ?, ?, -17%
[30] Cc1nc(CC(=O)NNS(=O)(=O)c2ccc3ccccc3c2)cs1
  0%, 9%, 16%, 14%, 17%, 0, 12, 1%, -19%

Some of the entries above, reformatted.
| cpd | SMILES | MCF10A rerep | HT1080 IDH1KD tx | KB-V1 MDR tox | HT1080-NT tox | KB-3-1 cytotox | D3 ag | IL1B secr inh | SW480 rerep | GLP1R cytotox |
| --- | --- | --- | --- | --- | --- | --- | --- | --- | --- | --- |
| 24 | COc1ccc2nc(NC(=O)CN(c3ccc(C)cc3)S(=O)(=O)c3c(C)nn(C)c3C)sc2c1 | 7% | -16% | ? | -12% | -2% | -1 | -10 | ? | -30% |
| 29 | CCN1CCN(CCOc2cccc(Oc3ccccc3)c2)CC1 | ? | -5% | ? | -19% | 7% | -17 | ? | ? | -17% |
| 26 | CCOC(=O)C(=CN(CCc1ccccc1)CC(=O)OC)C(=O)OCC | ? | 15% | 21% | 20% | 0% | -3 | 7 | -16% | 3% |
| 30 | Cc1nc(CC(=O)NNS(=O)(=O)c2ccc3ccccc3c2)cs1 | 0% | 9% | 16% | 14% | 17% | 0 | 12 | 1% | -19% |
| 22 | Cc1ccc(C(C)C)c(OCC(=O)Nc2ccc(N3CCN(S(C)(=O)=O)CC3)cc2)c1 | 18% | -15% | -1% | -11% | -6% | 2 | 6 | -2% | -10% |
| 27 | N#Cc1ccc(-c2ccc(OCC3CNC(=O)O3)cc2)cc1 (stereo not drawn) | 2% | -1% | -27% | -13% | -24% | 6 | -17 | -5% | 11% |

(more compounds)
Order of results: MCF10A rerep, HT1080 IDH1KD tx, KB-V1 MDR tox, HT1080-NT tox, KB-3-1 cytotox, D3 ag, IL1B secr inh, SW480 rerep, GLP1R cytotox
[31] Cc1cccc(C(O)c2ncc(-c3ccccc3F)[nH]2)c1C (stereo not drawn)
  ., -7%, ?, 6%, -3%, -3, 28, ., 7%
[32] CC(C)Oc1ccc(C(=O)N2CCCc3ccccc32)cc1
  ?, -10%, 0%, 1%, -25%, -1, 8, 2%, 22%
[33] O=C(OCC(=O)N1CCCCCC1)c1cccc(Cl)c1
  -1%, 9%, 3%, 6%, 4%, 0, 9, -5%, 1%
[34] O=C(NCc1cc2ccccc2[nH]1)C1CCC(=O)N(CCCN2CCCC2=O)C1 (stereo not drawn)
  -2%, 0%, 5%, 0%, 0%, -20, 29, ?, 9%
[35] CC1=C2C3OC(=O)C(C)C3CCC2(C)C=C(Br)C1=O (stereo not drawn)
  ., 2%, ?, 0%, ?, -3, -13, ., 5%
[36] COc1ccc(N2CCc3c(C)nc4c(OC)cc(OC)cc4c32)cc1
  ?, 23µM*, ?, ?, -17%, 2, ., 14%, ?
[37] Cc1cc(C)nc(NC(N)=NCCc2ccccc2)n1
  18µM*, 23µM*, 7%, 10µM*, 5.2µM*, 1, -95*, 16µM*, -28%
[38] Cc1oc2c(O)c(O)ccc2c(=O)c1-c1ccccc1
  -3%, -20%, ?, -6%, -28%, 7, 86, ?, -22%
[39] CCOC(=O)N1CCN(C(=O)c2c(Cl)cnn2C)CC1
  8%, 3%, 12%, 7%, 4%, 1, 59, 0%, 5%
[40] O=C1CCCCC1C1(O)C(=O)Nc2ccccc21 (stereo not drawn)
  ., 9%, 16%, 3%, 19%, 7, 11, ., 3%
[41] COc1ccc([N+](=O)[O-])cc1N(CC(=O)NCCCOC(C)C)S(C)(=O)=O
  2%, 11%, 11%, -1%, 10%, 3, -12, -14%, 4%
[42] O=C(NCc1nc2ccccc2[nH]1)c1cccc(S(=O)(=O)N2CCOCC2)c1
  -24%, 1%, 3%, 19%, 0%, -4, 34, -4%, -3%
[43] CCn1c(SC)nc2cc(S(=O)(=O)N3CCCCC3)ccc21
  1%, ?, -9%, -9%, 21µM*, -2, -12, 29%, 1%
[44] Cc1ccc(Cl)cc1NC(=O)COC(=O)CC(C)(C)C
  15%, -19%, -6%, -20%, ?, 1, ?, 10%, 14%
[45] CCOc1ccc2[nH]c3c(NCCN(CC)CC)ncnc3c2c1
  1%, ?, 0%, ?, -17%, -6, -96*, ?, 4%
[46] O=C(NC12CC3CC(CC(C3)C1)C2)N1CCN(c2nc(-c3ccccc3)cs2)CC1
  ?, 0%, 0%, -2%, 0%, 8, ?, -1%[9.22 µM], 1%
[47] CCn1c(SCC(=O)NCc2ccco2)nnc1-c1cccs1
  1%, 2%, -25%, 9%, 4%, 0, 19, 1%, 0%
